# CHRM1 PAM: human CHRM1 positive allosteric modulation; P11229; CHO-K1 hM1, Fluo-8 calcium fluorescence, ACh EC20; 0% = ACh EC20, 100% = maximal ACh; activation, % at 3 µM; actives 0.088% (n = 360,000); AID 588819; in the data active = activation above about 19%, passing the limit was not always enough
# Target sequence (P11229 whole entry, looked up): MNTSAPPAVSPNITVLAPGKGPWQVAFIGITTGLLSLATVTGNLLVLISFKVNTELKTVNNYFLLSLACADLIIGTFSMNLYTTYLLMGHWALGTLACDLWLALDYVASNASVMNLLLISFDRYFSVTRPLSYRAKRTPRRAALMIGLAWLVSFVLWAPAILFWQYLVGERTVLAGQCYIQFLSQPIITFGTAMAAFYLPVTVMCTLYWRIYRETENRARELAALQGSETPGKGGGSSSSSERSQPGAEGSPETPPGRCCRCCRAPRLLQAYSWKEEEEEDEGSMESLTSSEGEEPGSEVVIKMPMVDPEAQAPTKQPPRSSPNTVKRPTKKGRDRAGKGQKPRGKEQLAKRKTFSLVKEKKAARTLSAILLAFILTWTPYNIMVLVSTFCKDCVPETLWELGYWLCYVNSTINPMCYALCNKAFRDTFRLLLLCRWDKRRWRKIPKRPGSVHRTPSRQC
# CHRM4 PAM: CHRM4 positive allosteric modulation; P08173; CHO-K1 hM4/Gqi5, Fluo-8 calcium fluorescence, ACh EC20; 0% = ACh EC20, 100% = maximal ACh; activation, % at 3 µM; actives 0.4% (n = 360,000); AID 624126;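 active = activation above its plate's cutoff, the mean activation of sample wells plus 3 SD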; also: some results filed as inactive read as strong as hits
# Target sequence (P08173 whole entry, looked up): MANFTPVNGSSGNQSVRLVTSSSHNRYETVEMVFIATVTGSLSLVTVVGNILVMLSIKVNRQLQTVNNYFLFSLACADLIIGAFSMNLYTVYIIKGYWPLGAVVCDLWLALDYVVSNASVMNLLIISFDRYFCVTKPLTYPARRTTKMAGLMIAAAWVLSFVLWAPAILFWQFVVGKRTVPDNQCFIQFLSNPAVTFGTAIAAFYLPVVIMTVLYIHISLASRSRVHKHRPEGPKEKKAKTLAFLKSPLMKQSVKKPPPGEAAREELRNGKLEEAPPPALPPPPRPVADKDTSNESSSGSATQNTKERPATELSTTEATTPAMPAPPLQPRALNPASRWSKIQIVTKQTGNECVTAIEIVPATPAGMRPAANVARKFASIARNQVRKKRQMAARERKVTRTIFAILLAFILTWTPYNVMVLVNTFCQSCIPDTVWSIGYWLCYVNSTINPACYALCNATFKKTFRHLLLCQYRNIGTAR
# CHRM4 agonist: CHRM4 agonism in calcium assay | CHO-K1 hM4/Gqi5, Fluo-8 calcium fluorescence; vehicle 0%, full acetylcholine response 100% | activation, % at 3 µM | actives 0.14% (n = 360,000) | AID 624127;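 active = activation above the run mean over all test wells plus 3 SD, cut at about 32% in these data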;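 also: peak over basal fluorescence ratio per well then scaled between controls; 0% = DMSO wells and 100% = acetylcholine at EC100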
# CRFBP-R2 agonist: agonists of human CRF-binding protein/CRF-R2 receptor complex; activation, % at 13.2 µM; AID 588473; HEK293 CRF-R2/CRF-BP, calcium dye fluorescence (FLIPR); percent of saturating CRF peptide response; actives 0.46% (n = 350,000);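 active = activation of at least 50%, plus an integration ratio under a set limit after plate pattern correction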;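 also: plate controls were neutral control wells without compound for no effect and CRF at EC100 for full effect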
# CRFR2-BP antag: blocks CRF-induced signaling of the CRF-BP/CRF-R2 complex; actives 0.59% (n = 350,000); inhibition, % at 11.8 µM; HEK293 CRF-R2/CRF-BP, CRF-induced calcium fluorescence; AID 588475;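 active = inhibition of the ligand-induced calcium signal above about 50% at the single tested concentration, limit read from the data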
# CHRM5 PAM: CHRM5 positive allosteric modulation; P08912; CHO-K1 hM5, Fluo-8 calcium, ACh EC20 PAM; 0% = ACh EC20, 100% = ACh EC100; activation, % at 3 µM; actives 0.3% (n = 360,000);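 active = activation above the run cutoff, the mean activation of all test compounds plus 3 SD, cut at about 18% in these data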
#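 System: CHO-K1 cell line with stable human muscarinic M5 receptor expression | Also added: EC20 acetylcholine as agonist stimulus | Compound: One concentration, 3 µM final (nominal) | Timing: Fluo-8 loading 80 min at 37 °C plus 30 min room temperature | Measured by: Fluo-8 calcium dye fluorescence, kinetic read | Read-out basis: % activation, ACh-normalized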
# M4 antag: blocks acetylcholine activation of human M4 receptor. P08173. CHO-hM4 cells, ACh EC80, Fluo-8 calcium fluorescence. inhibition, % at 3 µM. actives 0.73% (n = 360,000). AID 624125;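 active = inhibition above its plate's cutoff, the mean inhibition of sample wells plus 3 SD, cut at about 27% in these data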;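 also: 0% = acetylcholine EC80 with DMSO and 100% = DMSO without agonist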
# CHRM5 agonist: agonists of human muscarinic M5 receptor (CHRM5). P08912. CHO-K1 hM5 cells, Fluo-8 calcium fluorescence; 0% DMSO wells, 100% maximal acetylcholine response. activation, % at 3 µM. actives 0.19% (n = 360,000). AID 624037;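 active = activation above the run's mean over test compounds plus 3 SD, cut at about 23% in these data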;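 also: signal is peak over basal fluorescence ratio across the kinetic read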
# M5 antag: CHRM5 antagonism in calcium assay; P08912; CHO-hM5 cells, Fluo-8 calcium fluorescence, ACh EC80; inhibition, % at 3 µM; actives 0.59% (n = 360,000);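 active = inhibition above a per-plate cutoff, the mean of that plate's test compounds plus 3 SD, cut at about 27% in these data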;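 also: 0% = acetylcholine EC80 with DMSO and 100% = DMSO without agonist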
# Numbers without * were called inactive; . = no result given.
SMILES,CHRM1 PAM,CHRM4 PAM,CHRM4 agonist,CRFBP-R2 agonist,CRFR2-BP antag,CHRM5 PAM,M4 antag,CHRM5 agonist,M5 antag
O=C(Nc1ccccc1)c1nc[nH]c1C(=O)NCCNC(=O)c1[nH]cnc1C(=O)Nc1ccccc1,-10.0,-4.8,9.3,-1.7,-4.8,-22.7,-1.4,3.4,20.7
Cc1cc(C(F)(F)F)n2ncc(-c3ccccc3)c2n1,4.5,-1.1,0.1,0.1,-9.3,-1.4,0.4,-3.2,-6.8
Nc1cc(N)nc(SCC(=O)N2CCN(S(=O)(=O)c3ccccc3)CC2)n1,2.4,1.4,0.5,-1.2,2.5,4.0,-2.2,-3.8,1.3
CCOc1ccccc1NC(=O)Nc1cc(S(=O)(=O)N(C)C)ccc1C,0.9,9.1,1.4,-0.3,4.2,1.0,0.6,-4.9,4.3
O=C(Nc1nnc(S(=O)(=O)N2CCCC2)s1)c1ccccc1Br,7.0,-0.6,2.5,-0.7,-0.8,1.9,-21.8,0.4,-4.1
Cc1cc(C)c2cc(C#N)c(NCCNC(=S)NCCCN3CCOCC3)nc2c1,3.7,-10.1,-0.3,-0.5,-11.1,-0.8,-3.9,-5.7,1.2
CCN(CC)CCNc1oc(-c2ccccc2)nc1S(=O)(=O)c1ccccc1,-10.7,-3.1,1.4,-0.8,-0.4,4.5,-5.9,-1.2,0.5
Cc1cc(C(=O)COC(=O)c2ccc(N)cc2)c(C)n1-c1c(C)n(C)n(-c2ccccc2)c1=O,1.3,4.7,1.5,0.3,0.8,1.5,0.4,-1.7,-4.5
O=C(COC(=O)CCOc1ccccc1)Nc1cc(S(=O)(=O)N2CCCCC2)ccc1Cl,8.2,4.5,4.8,3.9,5.0,-4.4,-3.4,-0.2,3.2
COc1c2ccccc2nc2ccccc12,1.2,-3.0,3.8,-1.3,-1.9,-6.3,0.4,4.6,-2.2
CN(C)Cc1c(O)ccc2c1O/C(=C\C=C\c1ccccc1)C2=O,4.3,11.1,0.8,11.2,-1.3,-8.8,20.7,-1.3,7.7
c1ccc(-c2nnc(SCc3nc4ccccc4[nH]3)n2Cc2ccco2)cc1,-1.8,-1.0,4.5,-1.9,-4.9,-1.3,7.7,2.3,7.7
COc1ccc(CCCC(=O)NCc2ccccc2)cc1C,16.1,-0.5,1.1,1.9,1.4,-3.3,-4.2,-3.2,4.0
CC1CN(c2nc(N(C)c3ccccc3)nc(N)c2[N+](=O)[O-])CC(C)O1 (stereo not drawn),2.7,3.3,2.0,0.6,7.6,-2.7,-1.9,-1.1,8.0
COc1ccc(Cl)cc1C(=O)Nc1nc2ccccc2[nH]1,-7.5,-12.2,7.7,1.8,-40.6,-1.1,9.3,-2.8,-5.5

# Profiles as entered above. Screens in order: CHRM1 PAM | CHRM4 PAM | CHRM4 agonist | CRFBP-R2 agonist | CRFR2-BP antag | CHRM5 PAM | M4 antag | CHRM5 agonist | M5 antag
# `O=C(Nc1nnc(S(=O)(=O)N2CCCC2)s1)c1ccccc1Br` reads 7.0 | -0.6 | 2.5 | -0.7 | -0.8 | 1.9 | -21.8 | 0.4 | -4.1
# `COc1c2ccccc2nc2ccccc12` reads 1.2 | -3.0 | 3.8 | -1.3 | -1.9 | -6.3 | 0.4 | 4.6 | -2.2
# `c1ccc(-c2nnc(SCc3nc4ccccc4[nH]3)n2Cc2ccco2)cc1` reads -1.8 | -1.0 | 4.5 | -1.9 | -4.9 | -1.3 | 7.7 | 2.3 | 7.7

# (list continues)
SMILES,CHRM1 PAM,CHRM4 PAM,CHRM4 agonist,CRFBP-R2 agonist,CRFR2-BP antag,CHRM5 PAM,M4 antag,CHRM5 agonist,M5 antag
C[C@@H]1CC=C[C@@H]2[C@H]1C(=O)N(Cc1ccccc1)[C@H]2c1cccc(Br)c1,8.8,6.2,-0.7,-1.3,71.5*,3.6,-10.1,0.9,-1.7
COc1c(/C=N/NC(=O)[C@H]2C[C@@H]2c2ccccc2)c(CCN(C)C(C)=O)cc2c1OCO2,3.6,5.0,4.3,-4.6,-8.8,3.1,-7.5,-0.2,-2.0
O=C(c1cc(-c2cccc(Cl)c2)nc2ccccc12)N1CCN(c2ccccn2)CC1,0.9,-9.1,11.8,-0.8,2.3,-8.2,11.5,4.5,4.6
CCN1CCN(CCCNC(=O)CNC(=O)c2nn(-c3ccc(OC)cc3OC)c(=O)c3ccccc23)CC1,-6.3,-6.8,-0.4,-1.0,4.0,1.7,3.7,0.3,2.5
CC(C)CC(=O)c1c[nH]c(C(=O)NCc2ccc(F)cc2)c1,-1.3,5.2,5.3,-1.2,11.9,-6.2,-2.9,0.8,17.0
CCn1ncc(CN2CCC(Oc3cc(C(=O)NC4CC4)ccc3OC)CC2)c1C,3.8,-2.4,0.0,2.4,12.3,-3.3,4.2,-5.2,8.1
CCCNC(=O)c1ccccc1NC(=O)c1ccccc1N(C)S(C)(=O)=O,10.9,6.4,0.8,-1.4,18.6,5.2,-6.3,-1.0,-8.3
CCOC(=O)c1ccc(N2C(=O)c3n[nH]c(C)c3C2c2ccccc2)cc1 (stereo not drawn),11.9,9.1,-1.5,0.8,-9.9,4.2,-1.6,0.4,-6.8
O=C(NCc1csc(-c2cccs2)n1)Nc1ccc(F)cc1F,7.6,3.5,2.1,-1.9,-15.2,-13.6,-2.2,-2.4,13.9
CCCCC(=O)Nc1cccc(-c2ccc3nncn3n2)c1,4.8,-2.1,1.5,0.9,-0.9,-3.8,7.0,-3.5,0.1
C=CCN1CCc2c(cc(O)c(O)c2Cl)C(c2ccccc2)C1 (stereo not drawn),-7.0,-2.0,-0.1,0.6,39.1,-5.9,2.7,-1.6,3.4
CCc1sc(C(=O)NC2CCN(C)CC2)cc1Br,1.6,-3.2,1.3,4.7,-8.9,8.9,11.6,-3.5,-0.4
O=C(NC(CSC(=O)c1ccccc1)C(=O)O)OCc1ccccc1 (stereo not drawn),3.8,-4.5,1.0,-1.8,17.1,-2.8,4.3,2.0,7.0
COc1ccc(CC2(CO)CCN(S(=O)(=O)c3sccc3C)CC2)cc1,-4.9,-6.4,11.7,-0.5,1.5,-1.6,-20.9,3.2,-12.4
Cc1cc(C)c2c(-n3cccc3)nn(C)c2n1,6.7,13.1,0.4,-1.1,3.0,-6.4,2.3,-3.9,-14.7
COC(=O)c1ccc(N2NC(=O)/C(=C/c3ccc(OC)c(OC)c3)C2=O)cc1,-2.8,-2.0,0.5,2.7,-13.3,1.0,6.6,3.0,10.2
CC(=O)Nc1cccc(-c2ccnc3c2CC(C(=O)Nc2cccc(Oc4ccccc4)c2)O3)c1 (stereo not drawn),-5.2,-4.7,8.5,.,.,-3.4,-7.2,0.4,3.8
COc1ccccc1/C=C/C(=O)NCC(=O)N/N=C(/C)c1ccc(Cl)cc1,6.5,6.9,1.8,-0.1,0.2,6.8,4.6,-2.8,-10.1
COc1ccc(C2=CC(c3ccc(OC)c(OC)c3)n3nnnc3N2)c(OC)c1 (stereo not drawn),3.8,9.4,1.0,87.6*,-1.3,-0.5,-5.6,-5.8,-6.3
CC(C)(C)[C@H]1COC(=O)CCCC/C=C\C[C@H](CC(=O)NCCO)C(=O)N1,13.0,15.5,-0.1,-1.0,-4.5,2.8,-0.6,3.2,4.7
O=C(NCCS(=O)(=O)N1CCN(c2ccc(F)cc2)CC1)c1ccc2c(c1)OCO2,0.0,-2.4,4.0,0.2,12.5,-10.4,3.2,1.4,14.6
CNC(=O)c1nc(C)n(-c2ccc(Cl)cc2Cl)n1,-2.3,10.1,1.3,0.4,7.2,-1.4,2.9,-3.2,4.7
COc1cccc(OC)c1C(=O)Nc1ccccc1Sc1ccccc1,15.6,3.4,-1.6,-5.5,1.9,-2.9,-8.0,-0.3,-4.5
COc1cc(C(=O)NC(c2ccccc2)c2ccccc2)cc(OC)c1OC,6.3,-3.6,0.2,-0.4,10.8,-4.1,-4.1,-1.8,1.3
COc1cc(OC)cc(-c2cc(N)n(S(=O)(=O)c3cccc4nsnc34)n2)c1,7.5,-2.0,0.9,-7.3,10.5,7.6,-3.0,-1.5,4.1
C=CCSc1nnc(NC(=O)c2c(CC)noc2C)s1,-6.9,3.5,0.9,0.2,-0.1,4.1,2.1,0.2,1.2
c1ccc2c(-n3cccn3)cccc2c1,0.8,-1.0,-0.6,-0.8,27.6,-3.0,2.9,-0.1,3.6
CCN(CC)C(=O)Cn1c(=O)n(C)c2ccccc21,-5.7,9.5,1.3,-1.2,-1.3,-2.6,18.6,-0.6,1.9
CCc1ccc(C(=O)C(C)OC(=O)Cn2cnc3c2c(=O)n(C)c(=O)n3C)cc1 (stereo not drawn),4.2,15.4,7.7,-0.6,-7.2,-7.7,15.3,4.2,2.3
CCC1(C)CC2(CCCN(CCC(=O)c3ccccc3)C2)CCO1 (stereo not drawn),-18.3,0.1,1.8,2.8,-43.4,7.7,-6.9,-10.8,1.5
CCCC(C)NC(=O)C1c2ccccc2Oc2ccccc21 (stereo not drawn),14.0,0.4,-0.4,-2.9,5.5,11.0,-19.6,5.3,-21.7
CCC(C)(C)NC(=O)C(OC(=O)c1cc2sccc2n1C)c1ccc(OC)cc1 (stereo not drawn),-3.5,6.1,-0.2,1.6,-26.0,-2.9,6.3,0.4,-0.4
Cn1c(Cc2nc3ccccc3n2C)nc2ccccc21,4.8,-1.6,-1.1,-1.7,0.9,-3.0,-2.9,2.5,9.8
CCN1CCCc2cc(CN(CCN3CCOCC3)C(=S)Nc3cccc(C)c3)ccc21,0.1,-4.8,0.5,2.4,3.9,7.4,4.3,-10.1,-6.3
COc1cccc(/C=C(/C(=O)OCC(=O)NCC2CCCO2)c2ccccc2)c1 (stereo not drawn),-5.5,-1.7,6.5,-0.2,2.5,-9.1,-12.7,-3.7,11.7
COc1ccc(NC(=O)c2cc(C3CCCCN3S(=O)(=O)c3c(C)noc3C)on2)c(C)c1 (stereo not drawn),7.8,2.6,1.0,.,.,5.8,1.3,-1.0,5.6
O=C(NCc1ccco1)/C(=C\c1cccc([N+](=O)[O-])c1)NC(=O)c1ccco1,4.7,0.9,1.8,0.0,3.0,0.9,-9.7,-1.9,-6.9
CC(=O)Nc1nn(CC(C)C)c2nc3ccc(C)cc3cc12,5.0,2.0,-0.1,-0.4,-1.9,1.2,2.4,0.0,-0.4
CC(C)(C)NC(=S)N1CCC2CC1c1cc(-c3ccc4c(c3)OCO4)ccc12 (stereo not drawn),3.6,5.5,12.2,.,.,-2.4,-11.8,-1.6,-8.5
Cc1sc2nc(CSC(C)C(=O)N3CCOCC3)[nH]c(=O)c2c1C (stereo not drawn),5.0,8.2,0.5,1.4,4.0,3.6,-2.2,-2.4,8.5
COc1ccc(NS(=O)(=O)c2ccc(NS(=O)(=O)c3cccs3)cc2)cc1,4.1,0.4,1.8,-0.5,-9.5,-3.9,5.3,-1.3,12.5
COc1ccc(S(=O)(=O)N(C)C[C@@H]2OCCCC[C@@H](C)Oc3ccc(NC(=O)NC(C)C)cc3C(=O)N([C@H](C)CO)C[C@@H]2C)cc1,6.7,3.7,0.2,-0.6,-3.8,2.2,-0.2,0.2,-3.0
Cc1nc(N)nc(N(C)c2ccccc2)c1Br,3.0,-4.9,2.9,-0.8,-6.1,-3.1,1.8,5.0,-2.9
